Source: PubChem BioAssay (Johns Hopkins Ion Channel Center)
Kir21 inh: inhibitors of mouse Kir2.1 inward-rectifier potassium channel; Inward rectifier potassium channel 2 (Mus musculus), P35561; HEK293-Kir2.1, FluxOR thallium flux fluorescence; stronger effect = lower value; B-score at 10 µM; hit rate 0.85% among 310,000; AID 1672, 2009;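 active = fluorescence ratio B-score at or below minus 3 SD of library scores, with starting-brightness B-score within 2 SD, cut at about -4.2 in these data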;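 also: channel flux triggered by added potassium and thallium sulfate stimulus; B-score of peak minus minimum fluorescence over baseline after thallium stimulus; more negative B-score means stronger Kir2.1 block with less thallium influx; some compounds called inactive have numbers as strong as hits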
KCNQ2 block: KCNQ2 potassium channel inhibitors, primary screen, cell-based, CHO-K1, FluxOR thallium flux, B-score (AID 2156) | hit rate 1.1% among 310,000 | 20 min; stronger effect = lower value | Potassium voltage-gated channel subfamily KQT member 2 (Rattus norvegicus), O88943 | B-score at 10 µM;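 active = fluorescence ratio B-score at most minus 3 library SDs, with starting brightness B-score within 2 library SDs, cut at about -5.5 in these data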
Target sequence (O88943 whole entry, looked up): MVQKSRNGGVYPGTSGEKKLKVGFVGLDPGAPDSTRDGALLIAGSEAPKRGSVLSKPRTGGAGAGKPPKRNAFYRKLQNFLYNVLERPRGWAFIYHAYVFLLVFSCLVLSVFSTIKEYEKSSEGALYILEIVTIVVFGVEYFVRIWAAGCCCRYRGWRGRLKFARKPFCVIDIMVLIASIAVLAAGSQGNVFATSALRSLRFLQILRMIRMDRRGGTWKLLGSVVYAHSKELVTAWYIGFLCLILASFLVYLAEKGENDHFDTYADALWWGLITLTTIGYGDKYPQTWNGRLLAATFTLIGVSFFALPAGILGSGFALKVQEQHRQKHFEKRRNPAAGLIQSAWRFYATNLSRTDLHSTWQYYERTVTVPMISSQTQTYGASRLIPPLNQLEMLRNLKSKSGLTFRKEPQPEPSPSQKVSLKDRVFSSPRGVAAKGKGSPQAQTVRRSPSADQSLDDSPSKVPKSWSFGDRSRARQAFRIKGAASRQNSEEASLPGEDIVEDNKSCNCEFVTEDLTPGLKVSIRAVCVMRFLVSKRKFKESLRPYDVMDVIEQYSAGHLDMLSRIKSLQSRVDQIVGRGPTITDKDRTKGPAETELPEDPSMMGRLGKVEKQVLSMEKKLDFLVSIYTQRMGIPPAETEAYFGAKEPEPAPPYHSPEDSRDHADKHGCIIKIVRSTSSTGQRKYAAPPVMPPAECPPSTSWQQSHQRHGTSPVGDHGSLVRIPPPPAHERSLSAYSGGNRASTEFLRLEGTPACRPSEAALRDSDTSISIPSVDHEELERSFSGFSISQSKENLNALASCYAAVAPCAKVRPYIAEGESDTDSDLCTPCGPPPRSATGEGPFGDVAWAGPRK
* hit, by the source's call; i = inactive.

mol	Kir21 inh	KCNQ2 block
COC(=O)C(CC(=O)c1ccccc1)CC(=O)c1ccccc1	-0.12	i
CCOC(=O)C1(S(=O)(=O)c2ccc(Cl)cc2)CCN(Cc2ccc(C)cc2)CC1	-1.1	i
O=C(O)CCNC(=S)Nc1cccc(F)c1	0.57	i
CN(C)S(=O)(=O)c1cccc(NC(=O)COC(=O)c2ccc3c(c2)OCO3)c1	1.3	i
Cc1ccc(/C=N/NC(=O)c2ccc3ccccc3c2)s1	-0.23	i
COc1ccc(-c2cc3ccc(OCC(C)=O)cc3oc2=O)cc1OC	-1.1	i
O=[N+]([O-])c1ccc(S(=O)(=O)N/N=C/c2ccco2)cc1	1.7	i
COc1ccc(CCNC(=O)CCCC(=O)n2nc(C)c3ccccc32)cc1OC	-1	i
O=C(CCCn1c(SCc2cc(=O)n3ccccc3n2)nc2ccccc2c1=O)NCC1CCCO1 (stereo not given)	-4.1	i
CCOc1cc2[nH]c(=O)n(CCCCCC(=O)NCc3ccco3)c(=O)c2cc1OCC	-0.51	i
COCCn1nnnc1C(c1ccc(OC)cc1)N1CCN(c2ccccc2F)CC1 (stereo not given)	0.78	i
COc1ccc(NC(=O)CSc2ccccc2)cc1S(=O)(=O)N1CCOCC1	0.38	i
O=c1c(-c2nn[nH]n2)coc2ccc(Cl)cc12	-0.91	i
COc1ccc(OC)c(-c2cc(C(=O)N3CCOCC3)no2)c1	-0.18	i
NC(=O)c1cc2cc(Cl)ccc2oc1=O	-0.2	i
C=CCn1cc([N+](=O)[O-])nc1C	0.53	i
N/C(=N\OC(=O)c1ccc(Cl)cc1)c1ccccn1	-0.18	i
Cc1cc(/C=C2/SC(=S)N(c3cccc(C(F)(F)F)c3)C2=O)c(C)n1-c1cccnc1	0.1	i
CC1CN(C(=O)CN2C(=O)c3ccccc3C2=O)CC(C)O1 (stereo not given)	1	i
COc1ccc(Cl)cc1C(=O)Nc1ccccc1N1CCCCC1	-0.43	-7.5*
Cc1nc2sccn2c(=O)c1Br	0.76	i
CSc1nc2nc3c(cc2c(=O)n1-c1ccc(C)cc1)COC(C)(C)C3	-0.46	i
CCOC(=O)C1=C(COC(=O)/C=C/c2ccccc2)NC(=O)NC1C (stereo not given)	0.26	i
C=CCN1C(=O)CS/C1=N\N=C\c1cccc([N+](=O)[O-])c1	0.12	i
Cc1cc(OC(=O)c2ccc(S(=O)(=O)N(C)C)cc2)cc(=O)o1	-0.07	i
CCOC(=O)CCC(=O)OCC(=O)NC(C)C1CC2CCC1C2 (stereo not given)	-0.75	i
CN1C(=O)/C(=C2\SC(=S)N(C(CCC(=O)O)C(=O)O)C2=O)c2ccccc21 (stereo not given)	-0.09	i
CCOc1cc(/C=N/O)cc(Cl)c1OC	-0.62	i
O=C(O)/C=C/c1ccc(-n2ccnc2)cc1	-0.5	i
Cc1nn(-c2ccccc2)c(C)c1NC(=O)COC(=O)c1cc(Cl)ccc1O	-1.5	i

Compound profiles, from the list above:
`COc1ccc(Cl)cc1C(=O)Nc1ccccc1N1CCCCC1` in the list: Kir21 inh: -0.43; KCNQ2 block: -7.5*
`CCOC(=O)C1=C(COC(=O)/C=C/c2ccccc2)NC(=O)NC1C` (stereo not given) in the list: Kir21 inh: 0.26; KCNQ2 block: i

(next part)
mol	Kir21 inh	KCNQ2 block
Cc1ccc(-c2cc(C(=O)NCCc3ccccn3)c3ccccc3n2)c(C)c1	0.29	i
COc1ccc(N(CC(=O)NCCC(C)C)C(=O)c2snc(C(=O)NC3CCCCC3)c2N)c(OC)c1	-0.45	i
N#Cc1nc(-c2ccc(F)cc2)oc1NCc1cccc2c1OCO2	1.4	i
CCN(CC)CCNC(=O)COc1ccc(Cl)cc1Cl	1.5	i
Cc1ccc2occ(/C=C/C(=O)c3ccccc3O)c(=O)c2c1	1.1	i
COc1cc(N=Nc2ccc3ccccc3c2)ccc1O	1.6	i
CC1=C(C(=O)OCCOC(C)C)C(c2cccc3ccccc23)NC(=O)N1 (stereo not given)	-0.06	i
CCN(CC)CCNC(=S)Nc1ccc2nc(N3CCCC3)cc(C)c2c1	0.24	i
COc1ccc(CCNC(=O)CC2SC(N)=NC2=O)cc1OC (stereo not given)	0.72	i
CCOc1ccc(C(=O)Nc2nnc(C(C)C)s2)cc1OCC	-1.6	i
Cc1ccc(C(=O)N/C(=C\c2sccc2C)C(=O)NCc2ccncc2)cc1	0.36	i
CC(C)(C)c1ccc(S(=O)(=O)Nc2ccc3c(c2)COC3=O)cc1	-0.33	i
COc1ccc(S(=O)(=O)NCC2CCCN(C(=O)c3sccc3C)C2)cc1 (stereo not given)	0.55	i
O=C1C2C3C=CC(C4CC34)C2C(=O)N1/N=C/c1ccc(-c2ccc(Cl)cc2[N+](=O)[O-])o1 (stereo not given)	3	i
Cc1cc(NC(=O)CSc2nnc(NC(=O)C3CC(=O)N(c4ccccc4)C3)s2)no1 (stereo not given)	-0.49	i
OCCn1nc2c3ccccc3nc-2n(-c2ccccc2)c1=S	-0.31	i
O=C1OCCC1Sc1nnc(-c2ccccc2)o1 (stereo not given)	0.07	i
Cc1cc(C)c(C)c(S(=O)(=O)NCC(=O)NCC2CCCCC2)c1C	-2.5	i
COc1ccc(/C=N/NC(=O)C(=O)N2CCCC2)cc1	0.12	i
Cc1csc(NC(=O)c2cc3c(s2)-c2ccccc2OC3)n1	-1.7	i
CCC(C)NC(=O)C1CCN(CCCc2ccccc2)CC1 (stereo not given)	0.61	i
COc1ccccc1N1CCN(/N=C\c2sccc2C)CC1	0.68	-6.2*
COc1cccc(-c2nnn(CC(=O)O)n2)c1	3.1	i
CCCc1cc(=O)[nH]c(SCC(=O)c2cc(C)n(-c3c(C)n(C)n(-c4ccccc4)c3=O)c2C)n1	-0.56	i
COc1ccc2c(c1)C(C)=CC(C)(C)N2C(=O)CN1C(=O)CCC1=O	0.37	i
COc1ccc(OC)c(NC(=O)CSc2sc3c(O)cc(=O)[nH]c3c2C#N)c1	-0.46	i
COc1ccc(CN2CCN(C3CCOCC3)CC2CCO)c(C)c1C (stereo not given)	0.63	i
Cc1ccccc1C(=O)c1cccn1CC(=O)NCc1ccccc1Cl	0.76	i
O=C(Nc1nccs1)C(NS(=O)(=O)c1ccc(Br)s1)c1ccccc1 (stereo not given)	-0.22	i
CC1(C(=O)O)CCC(C(=O)NC2CCCCC2)C1(C)C (stereo not given)	0.01	i

As entered above.
Kir21 inh with `CCCc1cc(=O)[nH]c(SCC(=O)c2cc(C)n(-c3c(C)n(C)n(-c4ccccc4)c3=O)c2C)n1` → -0.56
Kir21 inh with `COc1ccc(CN2CCN(C3CCOCC3)CC2CCO)c(C)c1C` (stereo not given) → 0.63

Carrying on.
mol	Kir21 inh	KCNQ2 block
Cc1ccc(/C=C/C(=O)N2CCc3ccccc3C2)cc1	0.97	i
COc1ccc(C(=O)OCn2nnc3ccccc3c2=O)cc1[N+](=O)[O-]	1.2	i
COCCCNC(=O)c1ccc(CS(=O)(=O)c2ccc(Br)cc2)o1	-3.2	i
COc1c(NC(C)=O)c2ccccc2c2ccccc12	-0.05	i
COc1cc2[nH]c(-c3ccc(C)cc3)cc(=O)c2cc1OC	1.2	i
CCOC(=O)c1cc2[nH]c3ccccc3c2[n+](-c2ccc([N+](=O)[O-])cc2)c1N	0.07	i
CCOC(=O)Cn1c(CN(Cc2ccccc2)Cc2ccccc2)nc2c1c(=O)[nH]c(=O)n2C	-0.05	i
CC1CCCN(Cc2ccc(OCc3ccccc3)cc2)C1 (stereo not given)	2.2	i
Cc1cc(Cl)c(S(=O)(=O)NC(C(=O)O)C(C)C)cc1OCC(=O)NC1CCCCC1 (stereo not given)	1.1	i
CCc1ccc(OCCOCC(O)CN(CCO)CCO)cc1 (stereo not given)	-1.1	i
CC(=O)N1CCC(C(=O)OCc2ccccc2F)(c2ccccc2)CC1	-3.1	i
Cc1cc(NC(=O)CCC(=O)N(CC(=O)NC2CCCC2)c2ccc(C)c(F)c2)no1	-0.41	i
Cc1ccc(C(=O)N/C(=C/c2ccco2)C(=O)NCCc2c[nH]c3ccccc23)cc1	1.1	i
Cc1cccn2c(=O)c3cc(C(=O)N4COCC4(C)C)sc3nc12	-0.91	i
CSc1ccc(CNC(=O)c2ccc(NC(=O)C3=CSCCO3)cc2)cc1	-0.73	i
CN(C)/C=C1\C(=O)N(c2ccc(Oc3ccccc3)cc2)CS1=O (stereo not given)	2.9	i
O=C(Nc1cccc(S(=O)(=O)N2CCCC2)c1)C1CCCN1C(=O)c1cccs1 (stereo not given)	0.52	i
O=C(CSc1ccsc1[N+](=O)[O-])N1CCCCCC1	-0.18	i
Cc1ccc(C2CC(=O)Oc3cc(O)ccc32)cc1 (stereo not given)	-0.25	i
CSc1nc(Oc2ccc(Cl)cc2)c2sccc2n1	0.52	i
COc1ccc(S(=O)(=O)N2CCN(Cc3cccc([N+](=O)[O-])c3)CC2)cc1	0.62	i
CCN(CC)C(=O)Oc1ccc(Cl)c2ccccc12	-2.1	i
CCN1C(=O)/C(=C\c2ccncc2)SC1=S	-0.66	i
O=C(Nc1ccccc1Cl)c1cc(S(=O)(=O)N2CCCC(C(=O)O)C2)ccc1F (stereo not given)	0.08	i
CCCS(=O)(=O)N1CCC(C(=O)NCCc2ccc(OC)c(OC)c2)CC1	-2.1	i
Cc1oc2c(CN3CCOCC3)c(O)ccc2c(=O)c1-c1ccccc1	-0.53	i
O=Cc1ccc(OCc2cccc(C(F)(F)F)c2)cc1O	0.87	i
CCN(CC)CCN1C(=O)c2oc3ccc(F)cc3c(=O)c2C1c1ccncc1 (stereo not given)	-0.25	i
COc1cccc(Nc2nnc(SCC(=O)N3CC(=O)Nc4ccccc43)s2)c1	-0.49	i
N/C(COc1cccc(C(F)(F)F)c1)=N\NC(=O)c1cccnc1Oc1ccccc1	0.1	i
O=S(=O)(Nc1ccc2oc(-c3ccccc3)nc2c1)c1ccccc1	-0.63	i
COc1ccc(/C=C(\NC(=O)c2ccc(OC)cc2)C(=O)Nc2cccc(C(=O)O)c2)cc1	0.09	i
COc1ccc(S(=O)(=O)N2CCC(C(=O)NCCc3ccc4c(c3)OCO4)CC2)cc1	0.42	i
CCC(Sc1ncccn1)C(=O)Nc1cc(C)on1 (stereo not given)	1.8	i
CC1=CC(C)C(COC(=O)CN2CCCCC2)C(C)C1 (stereo not given)	0.22	i
CCCN(CCC)S(=O)(=O)c1ccc(C(=O)Nc2ccc(OCC(=O)N3CCOCC3)cc2)cc1	0.9	i
CC1CN(Cc2ccc(C#N)cc2Cl)CC(C)O1 (stereo not given)	0.77	i
COc1cc(O)c2c(c1)COC2=O	-0.57	i
C[C@H](NC(=O)c1nc[nH]c1C(=O)N[C@@H](CCCCN)C(=O)OC(C)(C)C)C(=O)OC(C)(C)C	-0.5	i
COc1cccc(OCCNC(=O)c2ccccc2Sc2ccccc2C#N)c1	-1.4	i
O=C(N/N=C/c1cccs1)c1cc(C2CC2)nc2ccccc12	0.51	i
CCOc1cc(/C=N/NC(=O)C(=O)NCc2ccc3c(c2)OCO3)ccc1OCC(=O)N1CCOCC1	1.3	i
O=C(CSCc1ccc(Cl)cc1)N/N=C/c1ccc(Cl)cc1Cl	-0.02	i
CCN(CC)c1cnn(C/C(=N\OC)c2ccc(Cl)cc2)c(=O)c1Br	-0.04	i
CC(=O)c1cnc(Nc2nc(C)c3ccccc3n2)nc1C	0.6	i
Cc1cc(C)c(NC(=O)CNC(=O)c2cc([N+](=O)[O-])ccc2N2CCOCC2)c(C)c1	1.4	i
Cc1cccc(NC(=O)C2CC(=O)n3cnnc3S2)c1 (stereo not given)	0.27	i
O=C(NCCN1CCOCC1)c1ccc(Cl)c(S(=O)(=O)N2CCCC2)c1	0.23	i
CSc1ncccc1C(=O)OCC(=O)N(C)C	1	i
NC(=O)c1ccc(C(F)(F)F)n(Cc2ccc(F)c(F)c2)c1=O	-1.6	i
Cc1ccc(NC(=O)CN(C)S(=O)(=O)c2ccc(Br)s2)cc1F	0.52	i
COc1ccc(-n2cc(C(=O)O)c(=O)cc2C)cc1	-0.28	i
COCCNC(=O)c1sc2nc(-c3ccccc3)cn2c1C	0.41	i
CCOc1ccccc1C(=O)N(CN1CCCC1=O)c1cccc(Cl)c1	-1.8	i
CC1CC1C(=O)OCC(=O)NNC(=O)COc1ccc(Br)cc1 (stereo not given)	-0.37	i
Cc1ccc(OCC(=O)NCc2ccccn2)cc1	0.28	i
O=C(Nc1ccc(Br)cc1)c1cccc(S(=O)(=O)Nc2cnc3ccccc3c2)c1	2.4	i
O=C(COc1ccccc1)Nc1ccc2c(c1)nc1n2CCOC1	-1.1	i
O=C(O)c1cc(NN=Nc2ccc(Br)cc2)cc([N+](=O)[O-])c1	0.89	i
Cc1cc(C=C2C(=O)c3ccccc3C2=O)c(C)n1-c1ccc(C(=O)O)cc1	1.3	i
CCOC(=O)CN1CCS(=O)(=O)CC1	0.2	i
CCc1ccc(NS(=O)(=O)c2ccc3[nH]cc(C(=O)NCC4CCCO4)c(=O)c3c2)cc1 (stereo not given)	-0.26	i
